# T cell modulator – T cell immune modulators affecting CD8 T cell-vesicle binding | calls only at 7 µM | actives 0.068% (n = 330,000) | AID 2052 | 2C CD8+ T cell-vesicle binding, flow cytometry; stronger effect = lower value;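 active = response, share of CD8 T cells binding vesicles, and their 90th percentile fluorescence all below set limits, cut at about 80% in these data, passing the limit was not always enough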
#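 Incubation: binding step 1.5 h, 37 °C, antibody labelling 20 min, ice; system: murine 2C transgenic CD8+ T lymphocytes; technique: cytometric PE anti-B7-1 and Alexa647 anti-CD8 signals after 1% paraformaldehyde fixation; also added: QL9-charged Drosophila Ld/ICAM-1/B7-1 vesicles; control set: naked versus QL9-loaded vesicles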
# NTR1 agonist – NTR1-driven beta-arrestin-GFP spot formation – imaging, U2OS cells, high content, primary screen (AID 493036) | P30989 | agonist mode | activation, % at 20 µM | actives 0.17% (n = 330,000);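 active = activation at or above 40% of the spot to cytoplasm intensity ratio, with at least 20 cells analyzed; inconclusive = wells under 20 cells, flagged as cytotoxic or low count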;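 note: 0% = DMSO without peptide and 100% = 100 nM NTR1 peptide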
# Target sequence (P30989 whole entry, looked up): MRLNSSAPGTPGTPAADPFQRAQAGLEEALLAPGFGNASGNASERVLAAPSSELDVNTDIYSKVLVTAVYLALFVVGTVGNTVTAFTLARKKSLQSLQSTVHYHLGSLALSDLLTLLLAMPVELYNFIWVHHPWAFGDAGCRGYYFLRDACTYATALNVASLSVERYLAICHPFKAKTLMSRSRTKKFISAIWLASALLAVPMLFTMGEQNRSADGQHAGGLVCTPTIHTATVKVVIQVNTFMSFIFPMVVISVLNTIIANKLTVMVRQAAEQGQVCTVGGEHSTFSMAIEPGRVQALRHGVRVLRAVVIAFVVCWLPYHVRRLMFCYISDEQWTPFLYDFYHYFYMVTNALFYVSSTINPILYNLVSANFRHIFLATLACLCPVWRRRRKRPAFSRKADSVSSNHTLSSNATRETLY
# Salmonella PhoP GFP – inhibitors of PhoP regulon expression, primary screen, Salmonella Typhimurium, GFP reporter (AID 1863). actives 0.16% (n = 300,000). one-dose inhibition, % at 50 µM; IC50 in µM for titrated hits. S. Typhimurium PhoP-regulated promoter GFP reporter, 4 h; higher % means a stronger effect;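 active = inhibition over 29.93%, a cutoff 3 SD above the screen mean, later confirmed by dose response; inconclusive = inhibition over 29.93% but no dose response follow-up; inactive = inhibition at most 29.93% or unconfirmed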;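 note: 0% = low Mg2+ inducing control and 100% = high Mg2+ repressing control; strong numbers were not always called active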
# GPR55 beta-arrestin – GPR55 agonists via beta-arrestin recruitment, primary screen, imaging, U2OS cells, beta-arrestin-GFP redistribution (AID 1961). U2OS GPR55 beta-arrestin-GFP redistribution imaging; higher % means a stronger effect. one-dose activation, % at 10 µM; EC50 in µM for titrated hits. actives 0.048% (n = 290,000);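 active = activation above 40% with more than 50 cells counted in the well; inconclusive = wells holding fewer than 50 cells, flagged as toxic or sparse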;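 note: U2OS osteosarcoma cells stably expressing GPR55 and beta-arrestin-GFP; plate controls were DMSO negative control for no effect and LPI positive control for full effect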
# GPR35 arrestin U2OS – inhibition of zaprinast-stimulated GPR35 beta-arrestin translocation – imaging, U2OS, beta-arrestin-GFP, zaprinast agonist, primary screen (AID 2058); inhibition, % at 10 µM; hits with a dose series show IC50 in µM; U2OS GPR35 beta-arrestin-GFP translocation imaging, zaprinast antagonism; higher % means a stronger effect; actives 0.052% (n = 290,000);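 active = inhibition of at least 50% with at least 30 cells and total cytoplasm GFP at most 10,000,000; inconclusive = under 30 cells or total GFP of 10,000,000 plus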
# KOR beta-arrestin-1 – KOR antagonists, beta-arrestin recruitment, cell-based, luminescence, uHTS (AID 1778) | actives 0.091% (n = 290,000) | KOR beta-arrestin recruitment, luminescence, antagonist mode; higher % means a stronger effect | inhibition, % at 10 µM; hits with a dose series show IC50 in µM; in the data active = inhibition above about 50%; note: strong numbers were not always called active
# KOR beta-arrestin-2 – KOR agonists, beta-arrestin recruitment, primary screen, cell-based, luminescence, uHTS (AID 1777); KOR beta-arrestin recruitment, luminescence; higher % means a stronger effect; actives 0.02% (n = 280,000); activation, % at 10 µM, or EC50 in µM where a hit was titrated; in the data active = activation above about 50%, passing the limit was not always enough; note: a part of the inactive calls stands beside numbers as strong as those of hits
# West Nile virus CPE – inhibition of WNV-induced cytopathic effect – cell-based, CPE readout (AID 1621); West Nile virus-infected cells, CPE inhibition; higher % means a stronger effect; CPE inhibition, % at 10 µM, or IC50 in µM where a hit was titrated; actives 0.02% (n = 290,000); in the data active = a potency from the dose series; inconclusive = CPE inhibition mostly from about 3.7% at the one dose, without a potency; inactive = the rest, 99 in 100 with CPE inhibition below about 2.2%; note: strong numbers were not always called active
# GPR55 LPI antagonism – inhibition of LPI-stimulated GPR55 beta-arrestin translocation – imaging, U2OS, beta-arrestin-GFP, LPI agonist, primary screen (AID 2013); U2OS GPR55 beta-arrestin-GFP translocation imaging, LPI antagonism; higher % means a stronger effect; inhibition, % at 10 µM; hits with a dose series show IC50 in µM; actives 0.13% (n = 290,000);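 active = spots per cell inhibited over 60%, with over 100 cells counted and total cytoplasm intensity under 500,000; inconclusive = wells with under 100 cells, flagged as likely toxic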;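 note: U2OS cells stably carrying GPR55 and arrestin-GFP stimulated by 5 µM LPI near EC80; imaged beta-arrestin-GFP aggregate spots per cell after agonist stimulation; plate controls were LPI-stimulated DMSO wells for no effect and DMSO wells without LPI for full effect; some results filed as inactive read as strong as hits; confirmed hits need IC50 under 10 µM and bright autofluorescent wells are also inconclusive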
# T cell modulator vesicle-bound % – further read-out of T cell modulator, marked with its call; double positive events, %; measured here: CD8+ vesicle-bound cell fraction;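 binding gate set so that unloaded-vesicle control wells show 10% double positive cells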
# NTR1 agonist cell count 20 µM – also measured in NTR1 agonist; calls as there; cell count; measured here: cell count, cytotoxicity flag
# An asterisk follows results filed as active; i = inactive; ? = inconclusive; / = no result given; [ ] = remark or other dose.
SMILES,T cell modulator,T cell modulator vesicle-bound %,NTR1 agonist,NTR1 agonist cell count 20 µM,Salmonella PhoP GFP,GPR55 beta-arrestin,GPR35 arrestin U2OS,KOR beta-arrestin-1,KOR beta-arrestin-2,West Nile virus CPE,GPR55 LPI antagonism
Cn1c(SCC(=O)Nc2nccs2)nnc1-c1ccccn1,i,65,0.0,73,-4%,-0.1%,1%,1%,6.5%,-0.2%,-2%
CCCCN(CCNP(=O)(OCC)OCC)CP(=O)(OCC)OCC,i,45,-0.6,47,12%,-0.1%,8%,4%,2.0%,-0.4%,-21%
CCOC(=O)CN1N=C(/C=C/c2ccc(OC)cc2)CCC1=O,i,26,1.3,65,-1%,-0.1%,28%,-10%,1.0%,0.2%,-15%
CC1OC(Nc2ccc(OC(F)(F)F)cc2)C(O)C(O)C1O (centres undefined),i,5,-1.1,66,-6%,0.0%,9%,5%,-5.3%,0.6%,14%
CC(=O)Cc1nsc(NC(=O)c2cn(-c3ccccc3)nc2-c2ccc(Br)cc2)n1,i,23,-6.9,85,-9%,0.5%,-3%,-36%,0.5%,-0.2%,24%
CN=C(NC(=O)Nc1c(C)cccc1C)NC(=O)Nc1c(C)cccc1C,i,50,-0.4,90,-3%,0.3%,7%,-21%,3.6%,0.1%,4%
CN(C)c1ccc(C(=O)n2nnc3ccccc32)cc1,i,44,7.7,63,-7%,0.0%,0%,-27%,-1.0%,0.3%,3%
Nc1ncnc(Sc2ccccc2)c1[N+](=O)[O-],i,48,-0.2,46,20%,-0.1%,15%,-3%,-5.8%,2.6%,-9%
CCN1CC2=C(OC(N)=C(C#N)C2c2cccs2)/C(=C/c2cccs2)C1 (centres undefined),i,15,0.7,87,-11%,-0.1%,-13%,-17%,10%,0.5%,5.3µM*
O=C(CCN1C(=O)c2ccccc2C1=O)Nc1cc(F)ccc1F,i,55,-1.6,60,-4%,0.0%,2%,92%,-0.9%,-0.4%,8%
COC(=O)c1ccc(S(=O)(=O)N2CCCN(Cc3cccc(Br)c3F)CC2)n1C,i,26,0.8,60,6%,0.3%,-2%,-26%,/,-0.3%,3%
Nn1cnc2scc(-c3ccc(Cl)cc3)c2c1=O,i,57,0.0,56,0%,0.4%,-1%,0%,-2.9%,-0.9%,-9%
O=C(O)c1cccc(Cn2c(Cl)c(/C=N/NC(=O)c3ccco3)sc2=O)c1,i,2,0.8,63,-4%,-0.1%,-13%,29%,0.2%,-0.3%,3%
c1cnc(NC2CCCCCC2)nc1,i,18,1.3,40,0%,-0.1%,-2%,-16%,3.3%,0.0%,-1%
COc1ccccc1/C=C/C(=O)NC(=S)N1CCN(C)CC1,i,22,-0.1,63,-7%,0.2%,6%,16%,-4.7%,-0.3%,-6%

# Brought forward from above: three entries; new compounds follow.
SMILES,T cell modulator,T cell modulator vesicle-bound %,NTR1 agonist,NTR1 agonist cell count 20 µM,Salmonella PhoP GFP,GPR55 beta-arrestin,GPR35 arrestin U2OS,KOR beta-arrestin-1,KOR beta-arrestin-2,West Nile virus CPE,GPR55 LPI antagonism
O=C(O)c1cccc(Cn2c(Cl)c(/C=N/NC(=O)c3ccco3)sc2=O)c1,i,2,0.8,63,-4%,-0.1%,-13%,29%,0.2%,-0.3%,3%
c1cnc(NC2CCCCCC2)nc1,i,18,1.3,40,0%,-0.1%,-2%,-16%,3.3%,0.0%,-1%
COc1ccccc1/C=C/C(=O)NC(=S)N1CCN(C)CC1,i,22,-0.1,63,-7%,0.2%,6%,16%,-4.7%,-0.3%,-6%
CCOc1cc(C(=O)NCC(=O)N2CCC3(CC2)NCCc2[nH]cnc23)cc(OCC)c1OCC,i,38,-0.1,57,-10%,-0.1%,40%,-55%,-2.0%,-0.3%,12%
Fc1ccccc1NC(=S)Nc1cccc2cnccc12,i,8,1.6,41,-2%,0.3%,17%,-83%,-2.2%,-0.8%,0%
O=C(Nc1ccncc1)Nc1ccc(F)cc1F,i,7,-0.5,58,-2%,0.4%,-12%,-62%,3.7%,-0.5%,4%
O=P(CCN1CCCCC1)(c1ccccc1)c1ccccc1,i,32,-1.4,85,-11%,-0.1%,-27%,-24%,-8.7%,-0.7%,3%
CC1CCC(NC(=O)C2CCC(CNS(=O)(=O)c3cccc4cccnc34)CC2)CC1 (centres undefined),i,27,0.1,72,-6%,-0.1%,-7%,-6%,1.1%,0.0%,15%
CC1=C(C(=O)OCc2ccccc2)C(c2ccccc2Cl)NC(=O)N1CCCCCC(=O)O (centres undefined),i,4,-1.3,69,/,-0.2%,0%,25%[20 µM],1.8%,-0.4%,10%
COc1ccc(OC)c(NC(=O)c2cccc(N3C(=O)C4C5C=CC(C6CC56)C4C3=O)c2)c1 (centres undefined),i,23,3.6,78,8%,-0.2%,-5%,5%,-2.7%,-0.2%,8%
Cc1ccc(S(=O)(=O)C2(C(=O)N3CCN(c4cc(C)ccc4C)CC3)CC2)cc1,i,29,2.8,66,1%,0.0%,-16%,5%,-1.2%,-0.7%,1%
CC/C=C/C(=O)N1CC2(CC(c3cccc(NC(=O)CC)c3)=NO2)C[C@H]1C(N)=O (some centres undefined),i,21,5.9,75,4%,0.7%,-9%,12%,-1.4%,-0.1%,-6%
CCCCC(C(=O)NCCC(C)C)N(CCCN1CCOCC1)C(=O)c1snc(C(N)=O)c1N (centres undefined),i,51,1.3,94,8%,0.1%,-6%,6%,-1.1%,-0.9%,0%
COC(=O)c1[nH]c2ccccc2c1NC(=O)CN1CCN(c2cccc(OC)c2)C(C)C1 (centres undefined),i,30,5.0,65,6%,-0.1%,1%,-39%,3.1%,-0.1%,-13%
CCn1c(SCC(=O)Nc2ccccc2Cl)nnc1C1CC1,i,51,0.6,47,-8%,-0.2%,-22%,-16%,-0.7%,-0.2%,3%
CSCCC(NC(C)=O)C(=O)Oc1ccc2c3c(c(=O)oc2c1)CCCC3 (centres undefined),/,/,/,/,7%,-0.2%,-16%,13%,-1.1%,-0.2%,0%
CCCOC(=O)c1cccc(NC(=O)c2cccnc2)c1,i,26,0.5,80,-5%,-0.3%,-4%,12%,-8.2%,-0.7%,-16%
CCN(CC)C(=N)/C(C#N)=N/Nc1ccccc1,i,28,-1.7,44,-7%,0.0%,-6%,20%,-1.6%,-0.1%,6%
CC(=O)Oc1ccc(-c2cccc(C(=O)O)c2)cc1,i,47,-1.5,42,-6%,-0.1%,-4%,6%,-2.7%,1.1%,0%
O=C(NNC(=O)c1ccc(Cl)cc1Cl)c1ccncc1,i,40,-2.2,71,2%,-0.1%,7%,-17%,0.5%,0.2%,-3%
CC(C)(C)c1ccc(NC(=O)N2CCCN(c3ccc([N+](=O)[O-])cn3)CC2)cc1,i,18,1.6,44,-6%,-0.2%,26%,18%,-1.2%,-0.9%,-4%
CSc1ncc2c(=O)[nH]c(-c3ccccc3)nc2n1,i,53,0.9,85,18%,0.0%,12%,-4%,-1.7%,-0.8%,0%
Cc1ccc(C)c(N(C(=O)Cn2nnc3ccccc32)C(C(=O)NC(C)(C)C)c2ccsc2)c1 (centres undefined),i,15,3.1,52,2%,-0.1%,-4%,-28%,7.0%,-0.9%,-1%
COC(=O)c1ccsc1NC(=O)CSc1nnnn1-c1ccccc1SC,/,/,3.4,55,-10%,-0.1%,-4%,21%,-2.7%,1.7%,-1%
CC(Sc1ccc(Cl)cc1)C(=O)Nc1ccc(S(=O)(=O)N2CCOCC2)cc1 (centres undefined),i,32,1.8,85,-2%,-0.1%,10%,30%,-2.5%,-0.2%,13%
COc1cc(NC(=O)c2onc(C)c2Cl)c(OC)cc1Cl,i,45,0.7,95,-3%,-0.1%,-17%,30%,3.9%,0.6%,9%
CCC(NC(=S)NC1CCCCC1)c1ccc(C)cc1 (centres undefined),i,72,-0.1,81,2%,-0.1%,-7%,-9%,4.0%,-0.8%,0%
O=C(NCCC1=CCCCC1)c1ccc(Cl)c([N+](=O)[O-])c1,i,22,7.0,75,-6%,-0.2%,7%,15%,2.6%,-0.9%,11%
COc1ccc(C)cc1S(=O)(=O)N1CCc2ccccc2C1,i,32,0.4,60,5%,-0.1%,-11%,-19%[20 µM],-1.1%,-2.2%,5%
N#Cc1ccc(C(CC(=O)O)N2Cc3ccccc3C2=O)cc1 (centres undefined),i,39,-2.0,90,-1%,-0.1%,5%,2%,-2.7%,0.3%,5%
CCCCn1c(NC(=S)Nc2ccccc2)nc2ccccc21,i,43,14,59,-18%,-0.2%,-13%,17%,2.3%,?,11%
NNCCc1ccccc1,i,27,3.4,47,5%,0.1%,-12%,21%,-1.7%,-0.6%,10%
Cc1ccc(NC(=O)CN2CCCCC2)c2c1CC(C)(C)O2,i,52,0.0,82,9%,-0.3%,-1%,8%,-2.3%,-0.5%,3%
COc1ccc2[nH]c3c(N4CCC(O)(c5cccc(C(F)(F)F)c5)CC4)ncnc3c2c1,i,11,49*,43*,24%,0.0%,-7%,-16%,-4.8%,1.4%,10%
COc1cc(OC)c(NC(=S)Nc2cccc(C(C)=O)c2)cc1Cl,i,9,0.4,42,8%,-0.1%,6%,31%,-2.1%,0.5%,26%
Cc1cc(C(=O)Nc2ccccc2C(F)(F)F)no1,i,19,0.0,52,-2%,-0.2%,-5%,-10%,4.7%,0.0%,6%
COCCCNC(=O)c1ccc2c(=O)n(Cc3ccccc3OC)c(=S)[nH]c2c1,i,34,1.1,83,-12%,-0.1%,7%,-36%,1.9%,-0.8%,4%
COc1ccc(C(c2nnnn2CC2CCCO2)N2CCN(c3cccc(C)c3C)CC2)cc1 (centres undefined),i,53,1.9,56,-4%,0.1%,2%,29%,3.1%,-0.8%,4%
CC(C)Oc1cccc(C(=O)O)c1,i,39,-0.7,70,-13%,0.0%,13%,17%,-6.2%,0.8%,4%
COC(=O)c1ccc(CO/N=C2\CCCc3nonc32)cc1,i,45,1.0,50,-14%,0.0%,-14%,-16%,0.8%,0.6%,-6%
CCC(C(=O)NCCCc1ccccc1)c1ccccc1 (centres undefined),i,5,0.8,48,5%,0.0%,-2%,/,0.5%,-0.9%,6%

# Source: PubChem (several laboratories)
